# Screens (PubChem)
# Dengue-2 NS5 capping = Dengue-2 NS5 methyltransferase inhibitors, primary screen, biochemical, confirmation dose response (AID 588689); Dengue-2 NS5 methyltransferase capping enzyme assay, biochemical; higher % means a stronger effect; Genome polyprotein (Dengue virus type 2 (strain 16681-PDK53)); inhibition, % at 25 µM, or IC50 in µM where a hit was titrated; 0.3% of 340,000 active; in the data active = a potency from the dose series; inconclusive = inhibition above about 29% without an active follow-up result
# K1F lysis inhibition = inhibition of K1F phage lysis, E. coli UTI89, bacterial capsule biogenesis inhibitors, alamar blue (AID 488966). inhibition, % at 100 µM, or IC50 in µM where a hit was titrated. 0.02% of 340,000 active. E. coli UTI89 K1F phage lysis, alamar blue, 2 h; higher % means a stronger effect;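 active = phage lysis inhibition, versus mean bacterial control, above a set limit; inconclusive = no clear call, values can overlap the other calls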;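 also: capsule biogenesis inhibitors block K1F phage lysis so surviving cells raise fluorescence; higher fluorescence means more inhibition of phage lysis; actives were called in the ten point dose series up to 300 µM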
# Rac1 GTP hydrolysis = MgcRacGAP GTPase-activating activity inhibitors, confirmation, biochemical, ADP Hunter fluorescence; Rac GTPase-activating protein 1 (Homo sapiens); MgcRacGAP-stimulated Rac1 GTP hydrolysis, ADP Hunter fluorescence; higher % means a stronger effect; GST-tagged Rac1 F28L mutant substrate; inhibition, % at 30 µM; hits with a dose series show IC50 in µM; 0.6% of 340,000 active;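 active = first-screen hits whose inhibition reached a set limit at any dose in the follow-up dose series; inconclusive = inhibition above the set first-screen limit but never retested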;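 also: fluorescence reports GDP produced by GAP-driven GTP hydrolysis; strong numbers were not always called active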
# Dengue-2 NS5 capping pilot replicate = recorded beside Dengue-2 NS5 capping, whose call it bears; inhibition, %; measured here: pilot screen replicate inhibition
# Starred values were filed as active, the others as inactive; i = inactive; ? = inconclusive; [ ] = remark or other dose. This is a subset, so the mix of outcomes need not match the whole.
SMILES,Dengue-2 NS5 capping,K1F lysis inhibition,Rac1 GTP hydrolysis,others
CCOC(=O)/C=C1/SCC(=O)N1CC(=O)Nc1ccccc1OC(F)F,-10%,0.2%,2%,
N#CCC(=O)Nc1ccc(C(=O)OC(C(=O)Nc2ccc([N+](=O)[O-])cc2Br)c2ccccc2)cc1 (stereo unspecified),0%,-0.3%[50 µM],0%,
CCN1C[C@@H]2[C@@H]3C(=O)N(Cc4ccccc4)C(=O)[C@@H]3[C@](CC)(C1=O)N2C(=O)c1ccc(C(C)(C)C)cc1,-1%,-0.1%,8%,
COc1cc(Br)c(CC2c3cc(OC)c(OC)cc3CCN2C)cc1OC (stereo unspecified),4%,-0.5%,-6%,
CC(C)C[C@H]1CNC(=O)C(=O)N1CC1CCN(CC2CCC(C(C)(C)C)CC2)CC1 (stereo partly specified),2%,0.1%,6%,
CNN/C(N=Cc1ccc([N+](=O)[O-])s1)=N\S(=O)(=O)c1cc(C)c(Cl)cc1SCc1ccccc1,-14%,-0.6%,-2%,
Nc1nc(SCc2ccccc2)c2ncn(C3CCCO3)c2n1 (stereo unspecified),-2%,-3.1%,5%,
O=C1C(O)CCN1Cc1ccccc1 (stereo unspecified),14%,-3.2%,8%,
CN(C(=O)c1cccc(NC(=O)Cc2ccc(NC(=O)C3CCN(S(=O)(=O)c4cccc([N+](=O)[O-])c4)CC3)cc2)c1)C1CCCC1,-12%,0.1%,4%,Dengue-2 NS5 capping pilot replicate=-7.6
O=C1/C(=C\c2ccccc2)CCC/C1=C/c1ccccc1,2%,0.0%,-7%,
CSc1nc2ncncc2[nH]1,-3%,-4.3%,6%,
CN1C=CC(=O)[C@@H](O)[C@H]1c1ccccc1Br,0%,0.2%,7%,
COc1ccccc1NS(=O)(=O)c1cccc(C(=O)NCC(c2cccs2)N(C)C)c1 (stereo unspecified),-6%,0.4%[50 µM],14%,
CC(C)OCCCNc1nc(Cl)nc2c1cnn2C,5%,3.1%,-7%,
CC(C)C(=O)Nc1cccc(COc2ccc(CN(CCc3ccccc3)C(=O)OC(C)(C)C)cc2)c1,-1%,0.0%,7%,
Nc1nc(SCc2cccnc2)c2ncn(C3OC(CO)C(O)C3O)c2n1 (stereo unspecified),-2%,2.6%,0%,
CCCCn1cnc2c(Sc3c([N+](=O)[O-])ncn3C)nc(N)nc21,-9%,-3.8%,7%,
COc1cc(/C=C/C(=O)OCC(=O)N2CCN(S(=O)(=O)c3ccc(C)cc3C)CC2)ccc1OC(F)F,0%,0.2%[50 µM],6%,
S=C1NCC(c2ccccc2)S1 (stereo unspecified),-3%,-0.7%,16%,
O=C(Cc1cccc(NC(=O)C2CCN(S(=O)(=O)c3cccc([N+](=O)[O-])c3)CC2)c1)Nc1cccc(C(=O)N2CCCCC2)c1,-7%,0.3%,4%,Dengue-2 NS5 capping pilot replicate=-1.8
CCN(C(=O)COC(=O)c1ccc(-n2c(C)ccc2C)cc1)c1c(N)n(Cc2ccccc2)c(=O)[nH]c1=O,1%,0.1%[50 µM],4%,
CCCN(CC(=O)Nc1ccccc1C)C(=O)COC(=O)c1cnc(C)cn1,4%,0.6%[50 µM],2%,
O=C1C=C(c2c(O)ccc3ccccc23)c2ccccc2C1=O,5.9µM*,-4.2%,6%,
CCN(CC)CCNC(=O)C1(c2ccccc2)CCCCC1,3%,2.9%,-2%,
CCN(CC)CCCNc1ccc2ncn3c4ccc(O)cc4c(=O)c1c23,?,3.1%,56µM*,

# Gathered by group: those above containing a halogen (7)
SMILES,Dengue-2 NS5 capping,K1F lysis inhibition,Rac1 GTP hydrolysis,others
CCOC(=O)/C=C1/SCC(=O)N1CC(=O)Nc1ccccc1OC(F)F,-10%,0.2%,2%,
N#CCC(=O)Nc1ccc(C(=O)OC(C(=O)Nc2ccc([N+](=O)[O-])cc2Br)c2ccccc2)cc1 (stereo unspecified),0%,-0.3%[50 µM],0%,
COc1cc(Br)c(CC2c3cc(OC)c(OC)cc3CCN2C)cc1OC (stereo unspecified),4%,-0.5%,-6%,
CNN/C(N=Cc1ccc([N+](=O)[O-])s1)=N\S(=O)(=O)c1cc(C)c(Cl)cc1SCc1ccccc1,-14%,-0.6%,-2%,
CN1C=CC(=O)[C@@H](O)[C@H]1c1ccccc1Br,0%,0.2%,7%,
CC(C)OCCCNc1nc(Cl)nc2c1cnn2C,5%,3.1%,-7%,
COc1cc(/C=C/C(=O)OCC(=O)N2CCN(S(=O)(=O)c3ccc(C)cc3C)CC2)ccc1OC(F)F,0%,0.2%[50 µM],6%,

# Random excerpt: 2 entries already listed, in no set order.
SMILES,Dengue-2 NS5 capping,K1F lysis inhibition,Rac1 GTP hydrolysis,others
CC(C)C(=O)Nc1cccc(COc2ccc(CN(CCc3ccccc3)C(=O)OC(C)(C)C)cc2)c1,-1%,0.0%,7%,
CSc1nc2ncncc2[nH]1,-3%,-4.3%,6%,

# Next section
SMILES,Dengue-2 NS5 capping,K1F lysis inhibition,Rac1 GTP hydrolysis,others
O/N=C(\Cn1ccnc1)c1ccccc1,-14%,0.4%,2%,
CC(C)(C)OC(=O)N(CCc1ccccc1)Cc1ccccc1OCc1ccc(NC(=O)C2CCC2)cc1,-4%,0.2%,7%,
CCc1c(N)nc(N)nc1Nc1ccccc1C,1%,0.6%,-5%,
COC(=O)c1ccc2cc(OC)cc([N+](=O)[O-])c2n1,-4%,1.2%,-1%,
O=S(=O)(CCN1CCCC1)NCCNS(=O)(=O)c1ccc(F)cc1Br,-2%,0.2%,9%,
CC1CCC(=NNS(=O)(=O)c2ccc([N+](=O)[O-])cc2)CC1 (stereo unspecified),3%,0.2%,-2%,
O=P(OCC1CCCO1)(OCC1CCCO1)OCC1CCCO1 (stereo unspecified),-2%,5.8%,10%,
CC(C)(C)OC(=O)N(CCc1ccccc1)Cc1cccc(OCc2cccc(NC(=O)C3CCC3)c2)c1,-1%,0.1%,8%,
Cc1cc2c(SCC(=O)Nc3ccccc3O)ncnc2s1,-5%,2.1%,4%,
O=C(O)C(Oc1ccc(Cl)cc1)c1ccc(Cl)cc1 (stereo unspecified),-2%,-0.9%,2%,
CC(C)C[C@H]1CNC(=S)N1CC1CCCN1C[C@H](Cc1ccc(O)cc1)N1C[C@H](Cc2ccccc2)N(CC2CCCCCC2)C1=S (stereo partly specified),1%,0.1%,11%,Dengue-2 NS5 capping pilot replicate=0.6
NC(=Nc1nc(-c2ccccn2)cc2ccccc12)c1ccccn1,2%,-0.2%,10%,
O=C(NC1CCOC1=O)c1ccccc1 (stereo unspecified),-7%,3.1%,-4%,
O=C1C=CC(=O)N1c1cccc2cccnc12,-4%,11%,0%,
Cc1cc([N+](=O)[O-])c(=O)[nH]c1C,-6%,0.5%,-5%,
CCOC(=O)Nc1nc2ccc(Cn3cccc3)cc2[nH]1,2%,2.9%,3%,
Cc1sc2ncnc(N3CCC(C(=O)N4CC(C)SC4=Nc4ccc(Cl)cc4)CC3)c2c1C (stereo unspecified),3%,0.1%[50 µM],0%,
CCN(CC)Cc1cc(C(C)(C)C)cc(N2CCOCC2)c1O,5%,3.5%,-15%,
COCc1c(C(=O)Nc2ccc(C)c(S(=O)(=O)N3CCOCC3)c2)oc2ccccc12,2%,-0.1%[50 µM],3%,
O=C(O)c1ccc(Cn2cnc3c(=S)nc[nH]c32)cc1,2%,-1.4%,3%,
Cc1ccc(S(=O)(=O)N2CCN(C(=O)C3CCN(c4ncnc5sc(C)c(C)c45)CC3)CC2)c(C)c1,-1%,0.0%,3%,
CCOC(=O)c1ccc(S(=O)(=O)N2CCN(C(=O)c3cccc(S(=O)(=O)N4CC(C)OC(C)C4)c3)CC2)cc1 (stereo unspecified),3%,0.4%[50 µM],4%,
CCN(CC(=O)Nc1ccc(NC(C)=O)cc1)C(=O)c1ccc(N(C)S(=O)(=O)c2ccc(C)cc2)cc1,-6%,0.7%[50 µM],7%,
O=[N+]([O-])c1cccc(COc2ccccc2CN2CCOCC2)c1,7%,-0.1%,6%,
CN(CC(=O)NCC(=O)Nc1ccc(F)cc1)CC(=O)Nc1ccc(Cl)c(C(F)(F)F)c1,-10%,-0.1%[50 µM],7%,
# The list continues.
SMILES,Dengue-2 NS5 capping,K1F lysis inhibition,Rac1 GTP hydrolysis,others
O=c1ccc2ccc(O)cc2o1,-6%,-1.5%,3%,
COc1ccc(CN(C)C(=O)CNC(=O)c2sc3ccccc3c2Cl)c(OC)c1OC,9%,0.0%[50 µM],3%,
CSc1ccc(C2=C/C(=C3/SC(=S)NC3=O)c3ccccc3O2)cc1,-3%,0.3%,6%,
Cc1ccc2nc(-c3ccccc3)nn2c1,-6%,13%,4%,
COc1cc2c3c(c1OC)-c1cc4c(cc1CC3(C#N)N(C(=O)c1ccccc1)CC2)OCO4 (stereo unspecified),-18%,-2.7%,2%,
Cc1nnc(SCC(=O)Nc2cc(S(=O)(=O)N3CCOCC3)ccc2N2CCCC2)s1,-2%,-0.6%,13%,
O=C1NC(Cc2ccc(O)cc2)c2nc3ccc(F)cc3c(=O)n2-c2cc(Cl)ccc21 (stereo unspecified),-2%,-0.3%,2%,
Cc1cc(OCCCC(=O)Nc2cc(S(=O)(=O)N3CCOCC3)ccc2N2CCOCC2)ccc1Cl,-8%,0.2%[50 µM],9%,
COc1ccccc1CNS(=O)(=O)CCNC1CC1,3%,0.0%,4%,
O=c1nc(NO)ccn1C1CCCO1 (stereo unspecified),-5%,-1.7%,9%,
CCN(C(=O)COC(=O)c1ccccc1Oc1ccccc1)c1c(N)n(Cc2ccccc2)c(=O)[nH]c1=O,-1%,0.2%[50 µM],-1%,
COc1ccc(CCN2CC(C(=O)N(C)CC(=O)Nc3ccc(F)c(F)c3F)CC2=O)cc1OC (stereo unspecified),-1%,0.8%[50 µM],3%,
COC1OC2COC(c3ccccc3)OC2C(=O)C1NC(=O)c1ccccc1 (stereo unspecified),-13%,8.0%,-8%,
CC[C@]1(C(=O)OC)[C@H]2C(=O)N(C)C(=O)[C@H]2[C@H]2CN=C(SC)N21,11%,0.2%,8%,Dengue-2 NS5 capping pilot replicate=-1.8
CN(C)Cc1c(OC(=O)c2ccc(N)cc2)ccc2ccccc12,10%,2.4%,1%,
Cc1cc(NS(=O)(=O)c2ccccc2)ccc1NS(=O)(=O)c1ccccc1,-2%,-3.0%,3%,
O=C(Nc1cccc(C(=O)N2CCCCC2)c1)c1ccccc1,3%,0.0%,-5%,Dengue-2 NS5 capping pilot replicate=0.6
COc1ccc(C(CNC(=O)C(C)(C)Oc2ccc(Cl)cc2)N2CCOCC2)cc1 (stereo unspecified),-5%,1.3%[50 µM],5%,
COc1cccc2c1C(=O)c1c(O)c3c(c(O)c1C2=O)CC(O)(C(C)=NNC(=O)c1ccc(Cl)c(Cl)c1)CC3OC1CC(N)C(O)C(C)O1 (stereo unspecified),?,i,55µM*,
OCC[C@@H]1NCc2cc(CO)cc(-c3ccccc3)c21,-2%,0.1%,4%,Dengue-2 NS5 capping pilot replicate=-4.6
Cc1cc(C(C)(C)C)ccc1Oc1cccc2c1S(=O)(=O)N(C1CCCC1)CC(COCc1ccccc1)O2 (stereo unspecified),3%,0.3%,9%,Dengue-2 NS5 capping pilot replicate=-7.3
Brc1cc2c(cc1C1OCCO1)OCO2,-1%,-1.3%,5%,
S=C(S)OC1CC2CC1C1CCCC21 (stereo unspecified),4%,3.9%,8%,
Cc1cc(-c2nc3cc(F)ccc3s2)ccc1N,0%,0.6%,5%,
c1ccc(C(Nc2cccnc2)c2ccccc2)cc1,3%,6.5%,-7%,
# (listing goes on)
SMILES,Dengue-2 NS5 capping,K1F lysis inhibition,Rac1 GTP hydrolysis,others
O=C(O)C(CCc1ccccn1)c1ccccc1 (stereo unspecified),-6%,3.0%,1%,
CC(=O)c1ccc(S(=O)(=O)N2CCN(C(=O)c3cccc(S(=O)(=O)N4CC(C)OC(C)C4)c3)CC2)cc1 (stereo unspecified),-1%,0.5%[50 µM],18%,
COc1cc(CNC[C@H]2O[C@@H](n3cnc(C(N)=O)n3)[C@H](O)[C@@H]2O)ccc1OCc1cccc(Cl)c1,0%,0.0%,-27%,Dengue-2 NS5 capping pilot replicate=1.8
Oc1cccc(C=NNc2ccccn2)c1,-8%,-2.1%,2%,
OCC(O)C1OC(Oc2ccccc2)C(O)C(O)C1O (stereo unspecified),3%,-3.5%,-6%,
COc1ccc(C(CNC(=O)c2cccc(S(=O)(=O)Nc3ccccc3OC)c2)N2CCCCC2)cc1 (stereo unspecified),-3%,0.5%[50 µM],11%,
Cc1ccc(NC(=O)c2ncn(CCCNCc3ccc4c(c3)OCO4)n2)cc1C,2%,0.2%,7%,
C#CCOCCOCCOCCNc1nc(N2CCN(C(=O)Cn3cc(CCO)nn3)CC2)nc(N2CCN(C(=O)Cn3cc(CCO)nn3)CC2)n1,-1%,0.8%,-7%,
O=[N+]([O-])c1cccc2nc3ccccc3c(NCCCn3ccnc3[N+](=O)[O-])c12,2%,-0.2%,15%,
CCOc1ccccc1Nc1nc(N)nc(Cl)c1CC,-2%,1.1%,3%,
CCCC(=O)OCC1CN(Cc2ccco2)S(=O)(=O)c2c(F)cccc2O1 (stereo unspecified),-2%,-0.2%,8%,
O=C(O)c1ccccc1NN=Cc1ccccc1,10%,2.2%,2%,
